Source: PubChem
ALDH1A1 inh: blocks purified human ALDH1A1 activity. P00352. Purified ALDH1A1, NADH fluorescence, propionaldehyde substrate. AID 1030. Potency, µM (highest dose often 75.3 µM), for the others: at the highest dose activity, negative = inhibition, hits mostly inhibitors. actives 7.3% (n = 220,000); active = well fitted inhibition curve with a large enough effect, not every such curve was filed as active; inconclusive = small, poorly fitted or top-dose-only effect, or another doubt; inactive = no such curve, though single readings can be large or run the other way;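 note: plate controls were no enzyme wells and a reference inhibitor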
TexasRed fluor: Texas Red fluorescence interference in TRb-SRC2 counter-screen. TRb/SRC2 Texas Red total fluorescence interference. Potency, µM (titrated, usually from 106 µM), without a hit: top-dose fluorescence change, negative = quenching. actives 0.29% (n = 280,000); active = well fitted curve in either direction with a large enough effect; inconclusive = small, poorly fitted or top-dose-only effect
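Human TRb ligand-binding domain at 0.6 uM with 20 nM Texas Red SRC2 peptide in Tris buffer containing 1 uM T3 and 5% DMSO, incubated with compound 5 h at ambient temperature. Total fluorescence (555/632 nm) calculated as parallel + 2 × perpendicular.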
Tau fluor cs: counter-screen for tau fibril formation inhibitors | tau K18 P301L Alexa594 fluorescence, heparin fibrillization | Potency, µM (highest dose often 57.7 µM), for the others: top-dose activity change, negative = decrease | actives 0.93% (n = 280,000); note: nearly all actives have a fitted effect of over 55% in size
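Human K18 P301L tau (15 uM unlabeled plus 0.24 uM Alexa 594-labeled, final) in 100 mM sodium acetate pH 7 was mixed with compound and 20 uM heparin and incubated 6 hr at 37 C.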
Tau fibril ThT: blocks human tau fibril formation measured by thioflavin T | Potency, µM (doses to about 57.4 µM), without a hit: at the highest dose activity, negative = inhibition, usual class: inhibitors | recombinant tau K18 P301L (four-repeat tau fragment), heparin-induced fibrillization, ThT fluorescence | actives 2.1% (n = 270,000); note: nearly all actives have a fitted effect of over 55% in size
Target sequence (P10636 561-689 P618L limits assumed): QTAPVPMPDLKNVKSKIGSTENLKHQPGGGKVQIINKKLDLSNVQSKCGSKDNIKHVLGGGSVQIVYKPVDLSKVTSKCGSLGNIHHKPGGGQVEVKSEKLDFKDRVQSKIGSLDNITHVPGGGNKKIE
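In this qHTS, human K18 P301L tau is incubated with compound and heparin for 6 hr at 37 C, and Thioflavin T fluorescence then reports fibril load.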
L3MBTL1 inh: inhibitors of human L3MBTL1; Potency, µM (doses to about 57.1 µM), for inactives: at the top dose activity, negative = inhibition, actives largely listed as inhibitors; Q9Y468; actives 0.66% (n = 230,000); AlphaScreen L3MBTL1–H3K9me1 peptide binding; note: nearly all actives have a fitted effect of over 60% in size
Target sequence (Q9Y468 whole entry, looked up): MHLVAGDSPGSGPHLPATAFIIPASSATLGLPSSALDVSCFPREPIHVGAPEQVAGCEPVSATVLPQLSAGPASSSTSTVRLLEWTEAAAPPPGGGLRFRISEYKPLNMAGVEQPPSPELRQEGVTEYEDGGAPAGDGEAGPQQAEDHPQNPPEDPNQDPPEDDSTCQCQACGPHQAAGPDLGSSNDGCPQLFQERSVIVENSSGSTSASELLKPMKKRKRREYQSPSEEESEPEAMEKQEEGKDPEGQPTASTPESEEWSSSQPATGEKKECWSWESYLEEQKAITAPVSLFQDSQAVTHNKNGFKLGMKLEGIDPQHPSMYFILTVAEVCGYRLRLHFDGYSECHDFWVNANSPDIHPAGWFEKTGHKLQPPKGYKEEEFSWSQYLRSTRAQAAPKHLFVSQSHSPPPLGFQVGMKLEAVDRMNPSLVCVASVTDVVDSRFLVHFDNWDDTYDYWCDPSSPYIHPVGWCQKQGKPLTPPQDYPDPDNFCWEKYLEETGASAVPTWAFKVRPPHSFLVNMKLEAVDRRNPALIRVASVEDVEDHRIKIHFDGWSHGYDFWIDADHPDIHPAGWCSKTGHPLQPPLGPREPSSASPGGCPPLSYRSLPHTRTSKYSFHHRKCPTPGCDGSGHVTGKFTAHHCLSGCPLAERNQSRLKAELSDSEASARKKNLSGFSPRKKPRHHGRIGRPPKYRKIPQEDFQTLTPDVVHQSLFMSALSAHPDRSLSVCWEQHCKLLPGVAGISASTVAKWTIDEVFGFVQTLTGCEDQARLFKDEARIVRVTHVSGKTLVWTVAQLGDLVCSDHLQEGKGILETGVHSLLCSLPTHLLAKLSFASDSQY
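AlphaScreen assay: L3MBTL1 (50 nM final) was preincubated 30 min at room temperature with biotinylated H3(1-15)K9me1 peptide (75 nM final), then 30 min with library compounds; streptavidin donor and nickel chelate acceptor beads (10 ug/mL final) added, 30 min dark.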
TRb SRC2 PPI: disrupts binding of human TR beta to SRC2; AID 1469; TRbeta-SRC2 peptide binding, fluorescence polarization; receptor liganded with 1 µM T3; Potency, µM (titrated, usually from 106 µM), for inactives: at the highest dose activity change, negative = inhibition, usual class: inhibitors; actives 0.065% (n = 280,000); P10828;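 note: plate controls were bound peptide for no effect and peptide without receptor for full effect; nearly all actives have a fitted effect of over 50% in size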
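Compounds were added to 0.6 uM TRb ligand-binding domain and 20 nM Texas Red-labeled SRC2 peptide in Tris buffer containing 1 uM T3, incubated 5 hr at ambient temperature, then read by fluorescence polarization.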
Tau FP inhib: inhibitors of human tau fibril formation; P10636; K18 P301L tau heparin fibrillization, Alexa594 FP, 6 h; Potency, µM (titrated, usually from 57.7 µM), without a hit: at the top dose activity, negative = inhibition, most hits filed as inhibitors; actives 0.39% (n = 280,000); AID 1468; note: nearly all actives have a fitted effect of over 55% in size
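Compound effects on tau fibrillization are measured by Alexa 594 fluorescence polarization (ex 555, em 632 nm). K18 P301L tau is used at 15 uM with 0.24 uM labeled tracer, and 20 uM heparin induces aggregation over 6 hr at 37 C.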
GLA spleen mod: alpha-galactosidase A (human) modulation | P06280 | human spleen homogenate, 4MU-alpha-Gal fluorescence, 40 min | Potency, µM (highest dose often 80 µM), for the others: at the highest dose activity change, negative = inhibition, actives largely listed as inhibitors | actives 0.008% (n = 240,000) | AID 2107;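 note: 0% = enzyme with vehicle and -100% = no enzyme basal signal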
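Human spleen homogenate (1 ug) as enzyme source, 4-methylumbelliferyl-alpha-D-galactopyranoside 1 mM final, citrate/phosphate pH 5.0 with 0.01% Tween-20. Compounds 40 min at 37C, NaOH/glycine stop; fluorescence Ex 365/Em 440, Hill-fit AC50.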
* = called active by the depositor; & = joins results of further samples; [ ] = remark or other dose. Unless noted, calls come from the whole dose curve; as a rule, active = well fitted curve in the direction sought with a large enough effect; inconclusive = small, poorly fitted or top-dose-only effect, or another doubt; inactive = no such curve, though single readings can be large; an effect the other way counts as inactive or inconclusive. Unless noted, % is set by controls: 0 for no effect and ±100 for the full control effect; potency is the fitted concentration of half-maximal effect.

Results for Cc1ccc(/C(O)=C2/C(=O)C(=O)OC2c2ccc(Cl)cc2)cc1 (centres undefined) ?
ALDH1A1 inh: inconclusive; TexasRed fluor: -2%; Tau fluor cs: 4%; Tau fibril ThT: -8%; L3MBTL1 inh: -3%; TRb SRC2 PPI: -16%; Tau FP inhib: 2%; GLA spleen mod: 5%

How did O=C(N/N=C/c1ccccc1C(=O)O)c1cccc(S(=O)(=O)Nc2cc(Cl)ccc2Cl)c1 do in these assays?
TexasRed fluor: -2%; Tau fluor cs: 1%; Tau fibril ThT: -2%; TRb SRC2 PPI: 3%; Tau FP inhib: 3%; GLA spleen mod: 8%

How did O=C(Nc1ccc(OC(=O)c2cccs2)cc1)c1ccco1 do in these assays?
ALDH1A1 inh: 0%; TexasRed fluor: -3%; Tau fluor cs: -10%; Tau fibril ThT: -14%; L3MBTL1 inh: -3%; TRb SRC2 PPI: 4%; Tau FP inhib: -2%; GLA spleen mod: 5%

What do the screens show for `COc1cc(/C=N\Nc2ccc([N+](=O)[O-])cc2)ccc1OCC(=O)Nc1ccc(C)c(C)c1`?
ALDH1A1 inh: 1%; TexasRed fluor: -2%; Tau fluor cs: 7.1µM*[quencher]; Tau fibril ThT: 1.6µM*; L3MBTL1 inh: -8%; TRb SRC2 PPI: 5%; Tau FP inhib: 2%; GLA spleen mod: 0%

How did CC(NC(=O)CN(C1CCCCC1)S(C)(=O)=O)c1ccccc1 (centres undefined) do in these assays?
ALDH1A1 inh: 5%; TexasRed fluor: 0%; Tau fluor cs: 3%; Tau fibril ThT: 2%; L3MBTL1 inh: -2%; TRb SRC2 PPI: 3%; Tau FP inhib: 2%; GLA spleen mod: 5%

Results for CCC(=O)Nc1ccc(C(=O)N/N=C/c2c(C)[nH]c3ccccc23)cc1 ?
ALDH1A1 inh: 2%; TexasRed fluor: -5%; Tau fluor cs: inconclusive; Tau fibril ThT: 11µM*; L3MBTL1 inh: -2%; TRb SRC2 PPI: -3%; Tau FP inhib: inconclusive; GLA spleen mod: 3%

How did O=C(c1ccccc1CCc1ccccc1)N1CCN(c2ccccn2)CC1 do in these assays?
ALDH1A1 inh: inconclusive; TexasRed fluor: 0%; Tau fluor cs: -2%; Tau fibril ThT: -8%; L3MBTL1 inh: 3%; TRb SRC2 PPI: 7%; Tau FP inhib: 4%; GLA spleen mod: -5%

How did CC(=O)NCCOC(=O)Nc1ccncc1 do in these assays?
ALDH1A1 inh: 5%; TexasRed fluor: -3%; Tau fluor cs: -6%; Tau fibril ThT: 2%; TRb SRC2 PPI: 1%; Tau FP inhib: -4%; GLA spleen mod: -7%

What do the screens show for `CCc1cc(C(=O)N2CCOCC2)c(NC2=NS(=O)(=O)c3ccccc32)s1`?
ALDH1A1 inh: 4%; TexasRed fluor: 1%; Tau fluor cs: -8%; Tau fibril ThT: -9%; L3MBTL1 inh: 6%; TRb SRC2 PPI: -11%; Tau FP inhib: -8%; GLA spleen mod: 3%

How did Cc1cc(Nc2ncc(Cl)cc2Cl)n(-c2ccccc2)n1 do in these assays?
ALDH1A1 inh: -2%; TexasRed fluor: inconclusive; Tau fluor cs: -2%; Tau fibril ThT: 2%; L3MBTL1 inh: -6%; TRb SRC2 PPI: -2%; Tau FP inhib: 7%; GLA spleen mod: 11%

Reprinted at random: three records from the list.
What do the screens show for `COc1cc(/C=N\Nc2ccc([N+](=O)[O-])cc2)ccc1OCC(=O)Nc1ccc(C)c(C)c1`?
ALDH1A1 inh: 1%; TexasRed fluor: -2%; Tau fluor cs: 7.1µM*[quencher]; Tau fibril ThT: 1.6µM*; L3MBTL1 inh: -8%; TRb SRC2 PPI: 5%; Tau FP inhib: 2%; GLA spleen mod: 0%

Results for CCC(=O)Nc1ccc(C(=O)N/N=C/c2c(C)[nH]c3ccccc23)cc1 ?
ALDH1A1 inh: 2%; TexasRed fluor: -5%; Tau fluor cs: inconclusive; Tau fibril ThT: 11µM*; L3MBTL1 inh: -2%; TRb SRC2 PPI: -3%; Tau FP inhib: inconclusive; GLA spleen mod: 3%

How did O=C(Nc1ccc(OC(=O)c2cccs2)cc1)c1ccco1 do in these assays?
ALDH1A1 inh: 0%; TexasRed fluor: -3%; Tau fluor cs: -10%; Tau fibril ThT: -14%; L3MBTL1 inh: -3%; TRb SRC2 PPI: 4%; Tau FP inhib: -2%; GLA spleen mod: 5%

Other structures follow:
Results for CCOC(=O)c1cc(S(=O)(=O)Nc2ccccc2OCC)[nH]n1 ?
TexasRed fluor: -13%; Tau fluor cs: -3%; Tau fibril ThT: -5%; TRb SRC2 PPI: 5%; Tau FP inhib: -2%

Results for Cc1ccc(NC(=O)CCNS(=O)(=O)c2ccc3c(c2)CCN3C(=O)C2CC2)c(Cl)c1 ?
TexasRed fluor: -4%; Tau fluor cs: -4%; Tau fibril ThT: -8%; TRb SRC2 PPI: -8%; Tau FP inhib: 8%

What do the screens show for `CC(=O)c1cc2c(cc1NC(=O)c1cc3nc(C(C)C)cc(C(F)(F)F)n3n1)OCO2`?
ALDH1A1 inh: 6%; TexasRed fluor: 0%; Tau fluor cs: -18%; Tau fibril ThT: inconclusive; L3MBTL1 inh: -6%; TRb SRC2 PPI: -5%; Tau FP inhib: -5%; GLA spleen mod: 5%

What do the screens show for `CC(C)n1cnc2cc(NCc3ccco3)ccc21`?
ALDH1A1 inh: inconclusive; TexasRed fluor: -1%; Tau fluor cs: -9%; Tau fibril ThT: inconclusive; L3MBTL1 inh: -9%; TRb SRC2 PPI: 1%; Tau FP inhib: -5%; GLA spleen mod: 7%

How did CCc1ccc(CNC(=O)CCc2nc(-c3cccs3)no2)cc1 do in these assays?
ALDH1A1 inh: -9%; TexasRed fluor: -2%; Tau fluor cs: -14%; Tau fibril ThT: -13%; TRb SRC2 PPI: -7%; Tau FP inhib: 4%; GLA spleen mod: 1%

How did O=C(c1nc2ncccn2n1)N1CCN(c2ccc(F)cc2)CC1 do in these assays?
ALDH1A1 inh: -10%; TexasRed fluor: 0%; Tau fluor cs: 8%; Tau fibril ThT: -4%; L3MBTL1 inh: -2%[11.4 µM]; TRb SRC2 PPI: 1%; Tau FP inhib: 3%; GLA spleen mod: 3%

What do the screens show for `CCc1ccc2oc(-c3cccc(N)c3)nc2c1`?
ALDH1A1 inh: inconclusive; TexasRed fluor: -2%; Tau fluor cs: inconclusive; Tau fibril ThT: inconclusive; L3MBTL1 inh: 5%; TRb SRC2 PPI: -7%; Tau FP inhib: -4%; GLA spleen mod: -12%

Results for COc1ccc(C2C=C(c3ccc(Cl)cc3)Nc3nc(-c4ccc(Cl)cc4)nn32)cc1 (centres undefined) ?
TexasRed fluor: -3%; Tau fluor cs: -12%; Tau fibril ThT: -17%; TRb SRC2 PPI: 13%; Tau FP inhib: -4%

Results for CN1CCN(C2=Cc3ccccc3Oc3ccc(Cl)cc32)CC1 ?
ALDH1A1 inh: 0%&5%; TexasRed fluor: -1%&-1%; Tau fluor cs: inconclusive; Tau fibril ThT: inconclusive; TRb SRC2 PPI: 2%&-8%; Tau FP inhib: 4%&4%; GLA spleen mod: 7%&16%

What do the screens show for `CCC(CC)C(=O)NCc1nc2cccnc2n1Cc1ccc(F)cc1`?
TexasRed fluor: -5%; Tau fluor cs: 4%; Tau fibril ThT: 3%; TRb SRC2 PPI: 1%; Tau FP inhib: 6%

Results for COc1ccc(/C(N)=N/OC(=O)c2ccco2)cc1OC ?
ALDH1A1 inh: 6%; TexasRed fluor: -3%; Tau fluor cs: -4%; Tau fibril ThT: -14%; TRb SRC2 PPI: 3%; Tau FP inhib: 7%; GLA spleen mod: 7%

Results for Cc1c(Cl)cccc1N/C(=N/S(=O)(=O)c1cccs1)c1ccccc1 ?
ALDH1A1 inh: -14%; TexasRed fluor: -1%; Tau fluor cs: -11%; Tau fibril ThT: -4%; L3MBTL1 inh: 6%; TRb SRC2 PPI: -7%; Tau FP inhib: 2%; GLA spleen mod: 4%

Results for Cc1cc(C)n(-c2nnc(C)n2NS(C)(=O)=O)n1 ?
ALDH1A1 inh: 10%; TexasRed fluor: 1%; Tau fluor cs: 1%; Tau fibril ThT: -3%; L3MBTL1 inh: -1%; TRb SRC2 PPI: -21%; Tau FP inhib: 3%; GLA spleen mod: -3%

What do the screens show for `Cc1cc(C)n(-c2nc3ccccc3nc2Nc2ccc(Cl)c(C(=O)OC(C)C)c2)n1`?
TexasRed fluor: -1%; Tau fluor cs: -14%; Tau fibril ThT: 8%; TRb SRC2 PPI: 4%; Tau FP inhib: inconclusive

How did Cc1cc(/C=N/NC(=O)C(O)(c2ccccc2)c2ccccc2)c(C)n1-c1ccccc1 do in these assays?
ALDH1A1 inh: -1%; TexasRed fluor: -3%; Tau fluor cs: 5%; Tau fibril ThT: 7%; L3MBTL1 inh: -15%; TRb SRC2 PPI: -6%; Tau FP inhib: 2%; GLA spleen mod: 18%

How did CCc1nn2c(=O)cc(COC(=O)c3ccccc3NC(=O)COc3ccccc3C)nc2s1 do in these assays?
TexasRed fluor: 0%; Tau fluor cs: -10%; Tau fibril ThT: -10%; TRb SRC2 PPI: -2%; Tau FP inhib: -16%

How did Cc1nn(-c2ccccc2)c2sc(-c3n[nH]c(=S)o3)cc12 do in these assays?
ALDH1A1 inh: inconclusive; TexasRed fluor: -25%; Tau fluor cs: inconclusive; Tau fibril ThT: inconclusive; L3MBTL1 inh: -2%; TRb SRC2 PPI: 5%; Tau FP inhib: 2%; GLA spleen mod: 0%

Results for Cc1nn(-c2ccccc2)c(C)c1NC(=O)COc1ccc2ccccc2c1 ?
ALDH1A1 inh: -8%; TexasRed fluor: 1%; Tau fluor cs: -8%; Tau fibril ThT: -18%; L3MBTL1 inh: -9%; TRb SRC2 PPI: -3%; Tau FP inhib: -5%; GLA spleen mod: 0%

Results for Cc1ccc(-c2cc3c(N=O)c4ccccc4c-3n[nH]2)cc1 ?
ALDH1A1 inh: 9%; TexasRed fluor: 0%; Tau fluor cs: 0%; Tau fibril ThT: -15%; L3MBTL1 inh: 1%; TRb SRC2 PPI: -9%; Tau FP inhib: -2%; GLA spleen mod: -3%

What do the screens show for `O=C(NNc1nc2cc3c(cc2s1)OCO3)c1ccccc1`?
ALDH1A1 inh: inconclusive; TexasRed fluor: -1%; Tau fluor cs: -30%; Tau fibril ThT: inconclusive; L3MBTL1 inh: -10%; TRb SRC2 PPI: 3%; Tau FP inhib: -5%; GLA spleen mod: -1%

An unsorted share of the library. About 8.5% of those tested had a hit in this group.
